Source: PubChem
XiGFP reactiv: activators of X-chromosome reactivation in mouse fibroblasts; XiGFP mouse fibroblasts, % GFP-positive cells imaging, 3 d; cells co-treated with 5-aza-dC sensitizer; scaled so ellipticine positive control = 100%; activation, % at 7.58 µM; 0.055% of 360,000 active;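 active = mean normalized replicate activation at least 10% and every replicate at or above 10%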;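 note: 0% = median of on-plate neutral control wells and 100% = ellipticine 6 µM median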
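Material: XiGFP fibroblasts, SV40-immortalized. Buffer or medium: DMEM plus 5-aza-dC sensitizer. Compound: single concentration per compound, delivered by pin transfer. Times: 3 days compound exposure. Controls: ellipticine 6 µM.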
S100A4 MyoIIA: S100A4-myosin IIA interaction inhibition; 0.14% of 360,000 active; inhibition, % at 10.7 µM; S100A4/TAMRA-MyoIIA peptide fluorescence polarization; P26447;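 active = mean inhibition of at least 70% across replicates, with every replicate also reaching that level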
Target sequence (P26447 whole entry, looked up): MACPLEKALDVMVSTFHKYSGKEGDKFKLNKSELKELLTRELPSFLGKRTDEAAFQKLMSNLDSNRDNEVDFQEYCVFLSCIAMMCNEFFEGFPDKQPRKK
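Test system: S100A4 monomer protein; Medium: HEPES pH 7.2 with CaCl2, KCl, NaCl, DTT, Triton; Probe or stimulus: TAMRA-labelled myosin IIA heavy-chain peptide probe, 5 nM; Doses: one dose per compound; Times: polarization read 5 min after assay mix addition, stable 5–60 min; Benchmarks: neutral control DMSO, positive control TFP.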
ERAP1 inh: ERAP1 (human) enzyme inhibition | AID 652197 | inhibition, % at 10.7 µM | recombinant ERAP1, Leu-AMC fluorescence, 60 min | Q9NZ08 | 0.15% of 340,000 active;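 active = mean replicate inhibition of at least 30%, or all replicates individually reaching that 30% level; inactive = mean below 30% and not every replicate reaching it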;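 note: 0% = neutral control wells and 100% = L-leucinethiol positive control wells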
Target sequence (Q9NZ08 whole entry, looked up): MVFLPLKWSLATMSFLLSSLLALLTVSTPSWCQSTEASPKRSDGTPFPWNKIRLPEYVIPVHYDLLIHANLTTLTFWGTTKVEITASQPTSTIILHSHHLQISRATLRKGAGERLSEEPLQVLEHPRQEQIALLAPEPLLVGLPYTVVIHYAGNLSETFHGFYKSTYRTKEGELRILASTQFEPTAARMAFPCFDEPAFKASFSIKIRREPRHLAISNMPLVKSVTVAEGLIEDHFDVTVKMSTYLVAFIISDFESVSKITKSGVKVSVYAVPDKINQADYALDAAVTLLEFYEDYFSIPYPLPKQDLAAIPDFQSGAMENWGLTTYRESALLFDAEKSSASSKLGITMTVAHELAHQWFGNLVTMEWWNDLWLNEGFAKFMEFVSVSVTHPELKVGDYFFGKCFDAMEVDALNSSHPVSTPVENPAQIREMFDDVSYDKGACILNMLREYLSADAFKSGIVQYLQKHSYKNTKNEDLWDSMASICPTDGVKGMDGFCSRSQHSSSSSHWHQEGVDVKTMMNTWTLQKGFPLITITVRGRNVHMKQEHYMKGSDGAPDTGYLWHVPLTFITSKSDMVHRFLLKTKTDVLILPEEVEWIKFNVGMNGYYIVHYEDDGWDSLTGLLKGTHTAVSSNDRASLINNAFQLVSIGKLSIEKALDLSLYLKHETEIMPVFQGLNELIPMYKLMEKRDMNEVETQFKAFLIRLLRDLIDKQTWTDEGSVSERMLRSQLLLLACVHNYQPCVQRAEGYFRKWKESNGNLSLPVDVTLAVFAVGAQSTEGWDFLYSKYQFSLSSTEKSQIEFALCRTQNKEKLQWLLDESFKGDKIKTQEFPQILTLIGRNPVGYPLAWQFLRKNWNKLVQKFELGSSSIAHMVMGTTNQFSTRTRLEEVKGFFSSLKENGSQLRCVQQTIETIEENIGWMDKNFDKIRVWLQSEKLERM
PGC1a acetyl inh: modulators of PGC1a acetylation; U2OS PGC1a acetylation, AlphaScreen anti-acetyl-lysine; with virally co-expressed GCN5 acetyltransferase; 0.17% of 350,000 active; inhibition, % at 15.6 µM;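 active = every replicate shows inhibition of at least 40%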;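 note: 0% = neutral control wells and 100% = positive control wells; some results beyond the cut were filed as inactive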
LGR2 antag: blocks bursicon-induced cAMP signaling via Drosophila LGR2. 0.35% of 380,000 active. inhibition, % at 9.99 µM. HEK293 LGR2, CRE-luciferase, bursicon-stimulated, 4 h;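 active = drop in luminescence signal, shown as inhibition above about 50% in the replicate tests, limit read from the data, passing the limit was not always enough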;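 note: agonist challenge used bursicon conditioned medium at about half maximal strength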
C2C12 statin: suppressors of simvastatin-induced myotoxicity in C2C12 myotubes. ATP luminescence, 48 h; scaled: DMSO 0, geranylgeraniol control 100. rescue of ATP level, % at 7.49 µM. 0.78% of 330,000 active. AID 602340;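 active = mean ATP rescue above about 67%, or every replicate alone reaching that limit, limit read from the data, passing the limit was not always enough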;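 note: myotubes were challenged with 10 µM simvastatin during compound exposure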
Cneo AK release: causes C. neoformans cell lysis; AID 651654; lysis activity, % at 15 µM; 0.2% of 360,000 active; adenylate kinase release luminescence, 4 h; normalised: neutral wells 0, clomiphene wells 100;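 active = mean lysis activity across replicates of at least 80%, whatever share of replicates individually reach that level; inactive = mean lysis activity below 80%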
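read-out = cell lysis signal | test system = log-phase Cryptococcus neoformans yeast cells | input = cells at 5 × 10^6 per mL | medium = fresh YPD growth medium | signal = luminescent adenylate kinase detection reagent | timing = 4 h at 37 °C static, read 1 h later | dosing = single dose | controls = Clomiphene as positive lysis control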
SIRT5 block: blocks human SIRT5 desuccinylation of peptide. Q9NXA8. Purified SirT5, succinyl-peptide AMC, trypsin-coupled fluorescence. inhibition, % at 15 µM. 1.1% of 330,000 active; in the data active = inhibition above about 15%
* = called active by the depositor. A portion of the library; rates above refer to the full screens.

For C[C@@H]1CCCCO[C@@H](CN(C)Cc2ccc3c(c2)OCO3)[C@H](C)CN([C@H](C)CO)C(=O)c2cc(NC(=O)Cc3ccccc3)ccc2O1 the results were XiGFP reactiv 0.0, PGC1a acetyl inh 0, LGR2 antag 9 and Cneo AK release 1.
COc1ccc(-n2nc(C(=O)N3CCCCC3)c(C)c(C#N)c2=O)cc1 was read as XiGFP reactiv 0.2, S100A4 MyoIIA -10, ERAP1 inh 3, PGC1a acetyl inh -2, LGR2 antag -2 and SIRT5 block -1.
`O=[N+]([O-])C1=CC=C2C(=NC3(CCCCC3)N2O)C1=NCCO` gave S100A4 MyoIIA 0, ERAP1 inh 5, PGC1a acetyl inh -4, LGR2 antag -3, C2C12 statin 13, Cneo AK release -1 and SIRT5 block 1.
`O=C(COC(=O)c1ccc(S(=O)(=O)N2CCOCC2)cc1)NC1CCCCCCC1` gave XiGFP reactiv 0.0, S100A4 MyoIIA 2, ERAP1 inh 12, PGC1a acetyl inh -6, LGR2 antag -2, C2C12 statin 3, Cneo AK release 5 and SIRT5 block -5.
For NC1=NC2(CCCCC2)N(c2ccc(F)cc2F)C(N)=N1 the results were XiGFP reactiv 0.0, S100A4 MyoIIA 1, ERAP1 inh 5, LGR2 antag 0 and SIRT5 block -2.
Screening COc1cc(SC)ccc1C(=O)N1CCN(Cc2ccccc2)CC1 returned XiGFP reactiv 0.1, S100A4 MyoIIA -3, ERAP1 inh -3, LGR2 antag 7 and SIRT5 block -2.
`C[C@@H]1CCCCO[C@H](CN(C)CC2CC2)[C@H](C)CN([C@H](C)CO)C(=O)c2cc(NC(=O)C3CCCCC3)ccc2O1` gave XiGFP reactiv 0.4, S100A4 MyoIIA 2, ERAP1 inh 0, PGC1a acetyl inh 8, LGR2 antag 20, Cneo AK release 3 and SIRT5 block 2.
Screening O=C(NC(=O)c1cc(OCC(F)(F)F)ccc1OCC(F)(F)F)Nc1ccccc1 returned XiGFP reactiv -0.1, S100A4 MyoIIA -9, LGR2 antag -3, C2C12 statin -5, Cneo AK release 7 and SIRT5 block -5.
For O=S(=O)(c1ccccc1)N1CCCC1c1cccs1 (configuration not stated) the results were XiGFP reactiv 0.0, S100A4 MyoIIA 19, ERAP1 inh 4, PGC1a acetyl inh 4, LGR2 antag 9, Cneo AK release 4 and SIRT5 block 0.
`COc1cnc(-c2ccccn2)nc1Oc1ccc(C(C)(C)C)cc1` gave XiGFP reactiv -0.1, S100A4 MyoIIA -7, ERAP1 inh 1, LGR2 antag -15, C2C12 statin 19, Cneo AK release 17 and SIRT5 block 2.
For N/C(Cc1cccc2ccccc12)=N\OC(=O)c1ccc(Br)o1 the results were XiGFP reactiv 0.2, S100A4 MyoIIA 1, ERAP1 inh 3, LGR2 antag 4 and SIRT5 block -1.
`O=C(OCC(=O)N1CCc2ccccc21)c1cccnc1Cl` gave S100A4 MyoIIA -7, ERAP1 inh -7, PGC1a acetyl inh 7, LGR2 antag -58, C2C12 statin 5, Cneo AK release 0 and SIRT5 block -2.

By substructure: the compounds so far containing nitrogen in an aromatic ring
COc1ccc(-n2nc(C(=O)N3CCCCC3)c(C)c(C#N)c2=O)cc1 was read as XiGFP reactiv 0.2, S100A4 MyoIIA -10, ERAP1 inh 3, PGC1a acetyl inh -2, LGR2 antag -2 and SIRT5 block -1.
`COc1cnc(-c2ccccn2)nc1Oc1ccc(C(C)(C)C)cc1` gave XiGFP reactiv -0.1, S100A4 MyoIIA -7, ERAP1 inh 1, LGR2 antag -15, C2C12 statin 19, Cneo AK release 17 and SIRT5 block 2.
`O=C(OCC(=O)N1CCc2ccccc21)c1cccnc1Cl` gave S100A4 MyoIIA -7, ERAP1 inh -7, PGC1a acetyl inh 7, LGR2 antag -58, C2C12 statin 5, Cneo AK release 0 and SIRT5 block -2.

Returning to the listing with the two entries that preceded the break.
For N/C(Cc1cccc2ccccc12)=N\OC(=O)c1ccc(Br)o1 the results were XiGFP reactiv 0.2, S100A4 MyoIIA 1, ERAP1 inh 3, LGR2 antag 4 and SIRT5 block -1.
`O=C(OCC(=O)N1CCc2ccccc21)c1cccnc1Cl` gave S100A4 MyoIIA -7, ERAP1 inh -7, PGC1a acetyl inh 7, LGR2 antag -58, C2C12 statin 5, Cneo AK release 0 and SIRT5 block -2.
Screening COc1ccc(C2N(C(=O)C(F)(F)F)C(C)CN2S(=O)(=O)c2ccc(C)cc2)cc1 (configuration not stated) returned XiGFP reactiv 0.5, S100A4 MyoIIA -1, ERAP1 inh 0, LGR2 antag -4, C2C12 statin -2, Cneo AK release -5 and SIRT5 block 3.
`O=C1CCC/C(=N/NC(=O)c2cc(NS(=O)(=O)c3cccs3)cc(NS(=O)(=O)c3cccs3)c2)C1` gave S100A4 MyoIIA -4, PGC1a acetyl inh 9, LGR2 antag 3, C2C12 statin -2 and SIRT5 block 0.
For COCCSc1ccccc1C(=O)NCc1cccnc1 the results were XiGFP reactiv -0.1, S100A4 MyoIIA 5, ERAP1 inh -4, PGC1a acetyl inh 7, LGR2 antag 0, C2C12 statin -1, Cneo AK release -2 and SIRT5 block -2.
For CN1CCC(N(C)C(=O)c2cc(S(=O)(=O)N3CCOCC3)ccc2Cl)CC1 the results were XiGFP reactiv 0.0, S100A4 MyoIIA -3, ERAP1 inh -1, PGC1a acetyl inh -5, C2C12 statin 0, Cneo AK release 2 and SIRT5 block 1.
For COc1ccc(-n2c(=S)[nH]c3cc(C(=O)N(C)Cc4ccccc4)ccc3c2=O)cc1 the results were XiGFP reactiv 0.1, S100A4 MyoIIA 0, ERAP1 inh -1, PGC1a acetyl inh 8, LGR2 antag 18, C2C12 statin -6, Cneo AK release 1 and SIRT5 block -2.
O=C(CNC(=O)c1ccccc1Br)NCCSc1ccc(Br)cc1 was read as XiGFP reactiv 0.0, S100A4 MyoIIA 1, ERAP1 inh -1, PGC1a acetyl inh 1, LGR2 antag -7, C2C12 statin 27, Cneo AK release 2 and SIRT5 block -4.
`CC(C)=NNc1nc2c(c(=O)[nH]c(=O)n2C)n1CCc1ccccc1` gave XiGFP reactiv 0.0, S100A4 MyoIIA 25, ERAP1 inh -4, PGC1a acetyl inh 2, LGR2 antag 23 and SIRT5 block 37*.
O=C(OCC(=O)N1CCN(S(=O)(=O)c2ccccc2)CC1)c1ccc([N+](=O)[O-])o1 was read as XiGFP reactiv 0.0, S100A4 MyoIIA -2, ERAP1 inh 0, PGC1a acetyl inh 4, LGR2 antag -5, C2C12 statin 4, Cneo AK release 0 and SIRT5 block -2.
For COc1ccc(S(=O)(=O)N2CCCc3nc(-c4ccccc4)ccc32)cc1 the results were XiGFP reactiv -0.1, S100A4 MyoIIA -8, ERAP1 inh 0 and LGR2 antag -9.
For Cc1cccc(C(=O)OC(C)CN2CCCC2)c1 (configuration not stated) the results were XiGFP reactiv 0.3, S100A4 MyoIIA 0, ERAP1 inh -2, LGR2 antag 11, C2C12 statin 3, Cneo AK release 1 and SIRT5 block 10.
For Cc1noc(C)c1C(=O)N1CCC(C(=O)c2ccccc2)CC1 the results were XiGFP reactiv 0.2, S100A4 MyoIIA -7, ERAP1 inh -2, PGC1a acetyl inh -4, LGR2 antag 8, C2C12 statin 0, Cneo AK release 2 and SIRT5 block -12.
`O=C(COC(=O)CCc1nc2ccccc2s1)Nc1nc(-c2ccccc2)cs1` gave XiGFP reactiv 0.1, S100A4 MyoIIA -4, ERAP1 inh 10, LGR2 antag -18 and SIRT5 block 1.
Screening O=C(CSc1n[nH]c(-c2ccccc2)n1)NCc1cccc(C(=O)O)c1 returned XiGFP reactiv 0.3, S100A4 MyoIIA 0, ERAP1 inh 2, PGC1a acetyl inh 9, LGR2 antag 5, C2C12 statin -4 and SIRT5 block -2.
Screening Cc1cccc(S(=O)(=O)N2CCCCN3[C@H](CO)[C@H](c4ccc(-c5ccccc5)cc4)[C@H]3C2)c1 returned S100A4 MyoIIA 15, ERAP1 inh -1, PGC1a acetyl inh -28, Cneo AK release 0 and SIRT5 block 13.
For O=C(CC1C(=O)NCCN1C(=O)Nc1ccc(Cl)cc1)Nc1ccc(F)cc1 (configuration not stated) the results were XiGFP reactiv -0.2, S100A4 MyoIIA -4, ERAP1 inh 3, PGC1a acetyl inh -2, LGR2 antag -2, C2C12 statin 21, Cneo AK release 0 and SIRT5 block 2.
For OCCC1CN(CCCn2cccn2)CCN1Cc1ccccc1 (configuration not stated) the results were XiGFP reactiv 0.0, S100A4 MyoIIA -2, ERAP1 inh 7, PGC1a acetyl inh 17, LGR2 antag -11, C2C12 statin 3, Cneo AK release -1 and SIRT5 block -1.
`COCC(=O)Nc1ccc2c(c1)C(=O)N(C)C[C@@H](OC)[C@H](C)CN(C(=O)Cc1ccccn1)[C@@H](C)CO2` gave XiGFP reactiv 0.0, S100A4 MyoIIA 3, ERAP1 inh -2, PGC1a acetyl inh 2, LGR2 antag -14, C2C12 statin -3, Cneo AK release -4 and SIRT5 block 0.
`Cc1ccc(S(=O)(=O)N2CCN(C(=O)COC(=O)c3ccc(C(C)(C)C)cc3)CC2)c(C)c1` gave XiGFP reactiv 0.3, S100A4 MyoIIA 3, ERAP1 inh -6, LGR2 antag -1, C2C12 statin 2, Cneo AK release -2 and SIRT5 block 0.
`CC(C)NC(=O)N(C)C[C@H]1Oc2ccc(NC(=O)NC3CCCCC3)cc2CC(=O)N([C@@H](C)CO)C[C@@H]1C` gave XiGFP reactiv -0.1, S100A4 MyoIIA 4, ERAP1 inh 2, PGC1a acetyl inh 3, LGR2 antag -19, C2C12 statin -5, Cneo AK release 0 and SIRT5 block 1.
`COc1ccc(CN2CCNC(=O)C2CC(=O)NCc2cc(C)n(C)n2)c(F)c1` (configuration not stated) gave XiGFP reactiv 0.2, S100A4 MyoIIA -4, ERAP1 inh 2, LGR2 antag -82, C2C12 statin -5, Cneo AK release 1 and SIRT5 block -4.
Screening C[C@H]1CN([C@@H](C)CO)C(=O)Cc2cc(N(C)C)ccc2O[C@@H]1CN(C)Cc1ccc2c(c1)OCO2 returned XiGFP reactiv 0.4, S100A4 MyoIIA 2, ERAP1 inh 2, PGC1a acetyl inh 0, LGR2 antag 8, C2C12 statin 21, Cneo AK release 4 and SIRT5 block 1.
For O=C(C[C@H]1C[C@H]2c3cc(NC(=O)c4cccnc4)ccc3O[C@H]2[C@@H](CO)O1)NCc1cccnc1 the results were XiGFP reactiv 0.1, S100A4 MyoIIA -7, ERAP1 inh 1, PGC1a acetyl inh -1, LGR2 antag 13, C2C12 statin 0, Cneo AK release -2 and SIRT5 block 2.
`c1ccc(-c2ccc(CN3C[C@@H]4C(c5ccccc5)C5(c6cccnc6)CC4(C5)[C@H]3c3ccccc3)cc2)cc1` (some centres not stated) gave XiGFP reactiv 0.4, S100A4 MyoIIA -7, ERAP1 inh 0, LGR2 antag 18, C2C12 statin -11 and Cneo AK release 0.
`COc1ccccc1CNC(=O)C[C@@H]1C[C@@H]2c3cc(NC(=O)CN(C)C)ccc3O[C@@H]2[C@@H](CO)O1` gave XiGFP reactiv 0.1, S100A4 MyoIIA 5, ERAP1 inh -1, PGC1a acetyl inh 2, LGR2 antag 4, C2C12 statin 2, Cneo AK release 7 and SIRT5 block -1.
For O=C(Nc1ccccc1F)N1CCCCN2[C@H](C1)[C@@H](c1ccc(/C=C/c3ccccc3)cc1)[C@@H]2CO the results were XiGFP reactiv 0.0, PGC1a acetyl inh -7, LGR2 antag 7, C2C12 statin -24 and Cneo AK release 3.
